# STEP block: blocks human striatal-enriched tyrosine phosphatase. hit rate 0.25% among 360,000. inhibition, % at 20 µM. recombinant STEP, OMFP fluorogenic substrate, fluorescence. P54829. AID 588621;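 active = inhibition at 20 µM, scaled per plate between control wells, above about 37%, limit read from the data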;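 also: 0% = DMSO with enzyme and substrate and 100% = substrate only without enzyme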
# Target sequence (P54829 whole entry, looked up): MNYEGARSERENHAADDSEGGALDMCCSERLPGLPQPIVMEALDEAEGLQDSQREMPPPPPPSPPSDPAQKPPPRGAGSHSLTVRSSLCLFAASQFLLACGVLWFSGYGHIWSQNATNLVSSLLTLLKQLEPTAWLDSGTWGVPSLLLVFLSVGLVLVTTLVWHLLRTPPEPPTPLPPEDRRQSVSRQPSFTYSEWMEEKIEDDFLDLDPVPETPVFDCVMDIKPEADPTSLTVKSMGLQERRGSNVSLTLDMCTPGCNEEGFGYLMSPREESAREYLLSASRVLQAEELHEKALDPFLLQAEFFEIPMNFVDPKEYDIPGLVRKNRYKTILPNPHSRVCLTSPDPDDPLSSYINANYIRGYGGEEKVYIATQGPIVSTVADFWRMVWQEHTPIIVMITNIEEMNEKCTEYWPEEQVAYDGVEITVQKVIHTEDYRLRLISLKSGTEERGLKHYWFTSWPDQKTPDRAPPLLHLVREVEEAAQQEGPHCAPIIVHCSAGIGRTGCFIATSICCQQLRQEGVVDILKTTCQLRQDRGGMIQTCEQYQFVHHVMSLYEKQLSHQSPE
#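 System: STEP phosphatase, cell-free reaction; Buffer or medium: Bis-Tris pH 6.0 buffer with DTT, detergent; Incubation: 20 min at room temperature, dark; Measured by: fluorescence, 480/540 nm.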
# SUMO1-SIM PPI: modulators of human SUMO1-mediated protein-protein interactions | SUMO1 binding to a labelled peptide, TR-FRET, 1 h | P63165 | AID 602429 | inhibition, % at 20 µM | hit rate 0.33% among 360,000; in the data active = inhibition above about 37%
# Target sequence (P63165 whole entry, looked up): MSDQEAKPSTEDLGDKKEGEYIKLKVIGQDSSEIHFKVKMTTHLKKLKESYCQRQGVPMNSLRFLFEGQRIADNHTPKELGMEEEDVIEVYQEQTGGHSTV
# Scp-1 inhibitor: inhibitors of human Scp-1 phosphatase | inhibition, % at 20 µM | Recombinant Scp1, phosphopeptide, malachite green phosphate absorbance | AID 493091 | hit rate 0.88% among 340,000;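 active = inhibition above about 50% at 20 µM, limit read from the data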;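 also: plate controls were DMSO wells with enzyme for no effect and wells lacking enzyme for full effect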
#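 Test system – truncated SCP-1 phosphatase (76-261aa) · Reagent – Phosphorylated 17-residue peptide substrate · Incubation – 45 min room-temperature reaction, 5 min colour, 30 min stabiliser · Detection – colorimetric phosphate reagent with accelerator and stabiliser, absorbance at 630 nm · Measure – % inhibition at 20 µM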
# NadD block: blocks S. aureus nicotinate mononucleotide adenylyltransferase; hit rate 0.78% among 360,000; purified NadD enzyme, colorimetric absorbance read-out; inhibition, % at 20 µM; in the data active = inhibition above about 26%; also: some compounds past the cut are filed as inactive
# SKN-1 inh: inhibitors of C. elegans SKN-1; C. elegans VP596 Pgst-4::GFP/RFP ratio, acrylamide-induced, 24 h; inhibition, % at 21.8 µM; hit rate 0.49% among 360,000;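 active = interference check ratio from 0.5 to 1.5 plus GFP to RFP signal ratio inhibition reaching or exceeding a fixed threshold, cut at about 30% in these data, passing the limit was not always enough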; also: some compounds called inactive have numbers as strong as hits
# Rpn11 inh: inhibitors of human proteasome Rpn11; O00487; human 26S proteasome, Ub4-pepOG fluorescence polarization; 20S core pre-blocked with epoxomicin; calls only at 20 µM; hit rate 0.59% among 360,000;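 active = inhibition at 20 µM, scaled to each plate's controls, above about 33%, limit read from the data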
# Target sequence (O00487 whole entry, looked up): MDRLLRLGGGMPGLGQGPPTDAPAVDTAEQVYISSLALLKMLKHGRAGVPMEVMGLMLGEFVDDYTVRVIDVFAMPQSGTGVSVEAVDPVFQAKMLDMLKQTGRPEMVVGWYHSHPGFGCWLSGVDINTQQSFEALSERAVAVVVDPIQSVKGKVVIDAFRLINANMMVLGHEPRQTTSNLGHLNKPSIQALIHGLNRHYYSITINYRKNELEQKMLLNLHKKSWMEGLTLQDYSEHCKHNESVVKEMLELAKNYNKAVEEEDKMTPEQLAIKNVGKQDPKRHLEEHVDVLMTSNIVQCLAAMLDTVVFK
# NRP1-CendR mod: modulators of CendR peptide binding to human neuropilin-1; FAM-RPARPAR peptide binding to NRP-1, fluorescence polarization; AID 602438; inhibition, % at 25 µM; hit rate 0.85% among 360,000; O14786;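 active = inhibition or corrected inhibition above about 18%, plus a signal ratio from 0.5 to 1.5, limit read from the data, passing the limit was not always enough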; also: strong numbers were not always called active
# LMPTP block: blocks human LMPTP phosphatase | P24666 | recombinant LMPTP-A, OMFP fluorogenic substrate, fluorescence intensity | inhibition, % at 20 µM | hit rate 0.22% among 360,000;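 active = compounds that cut the enzyme signal by at least half of the control window in the single-dose screen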;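 also: plate controls were DMSO wells with enzyme plus substrate for no effect and substrate without enzyme for full effect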
#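 Assay system: LMPTP-A phosphatase enzyme | Input: 0.625 nM enzyme | Also added: Fluorogenic phosphatase substrate OMFP at 400 µM final | Compound dosing: One test concentration per compound, 20 µM, with 3% DMSO overall | Schedule: 50 min enzyme reaction at room temperature, protected from light | Signal: Fluorescence intensity | Benchmarks: no-enzyme and uninhibited controls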
# MT1-MMP act inh: inhibitors of human MT1-MMP activation | P50281 | HT1080 RFP-PRO-GFP cells, GFP/RFP ratio fluorescence, overnight; percent of plate control window, DMSO zero | GFP/RFP ratio change, % at 20 µM | hit rate 0.061% among 360,000;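 active = GFP/RFP ratio change of at least 30% with cell ATP level not reduced by more than half and red fluorescence within 50% of control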; also: strong numbers were not always called active
#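 Read-out: GFP/RFP fluorescence ratio; Test system: RFP-PRO-GFP reporter HT1080 cells; Compound dosing: single-point 20 µM compound, 1% DMSO; Times: overnight compound exposure at 37 °C.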
# DNMT1 inh: inhibitors of human DNMT1. P26358. DNMT1 molecular beacon, Hinp1I cleavage, fluorescence. inhibition (reported as % activation of signal), % at 10 µM. hit rate 0.83% among 360,000. AID 588458; in the data active = inhibition above about 50%
# * hit, by the source's call; i = inactive; . = no result given; + = active, no number.
nr	Structure	STEP block	SUMO1-SIM PPI	Scp-1 inhibitor	NadD block	SKN-1 inh	Rpn11 inh	NRP1-CendR mod	LMPTP block	MT1-MMP act inh	DNMT1 inh
1	Cc1cccc(OCCSc2ncnc3nc[nH]c23)c1	-3	3	-2	-1	16	i	7	0.1	8	3
2	COC(=O)C1=C(N)Oc2cc(C)[nH]c(=O)c2C1c1ccccc1OC (stereo not drawn)	-1	-4	3	-5	9	i	-3	-1.8	4	0
3	CC(C)CNC(=O)c1ccccc1NC(=O)CCSc1ccccc1	2	-2	-9	-8	15	i	-16	0.7	4	-3
4	CC(=O)Nc1cccc(OCc2cccc([N+](=O)[O-])c2)c1	1	-32	0	-2	3	i	10	-1.0	8	-7
5	CCN(CC(=O)Nc1cc(S(=O)(=O)N2CCCCC2)ccc1Cl)Cc1ccccc1	-1	7	-7	5	10	i	1	4.5	-22	-1
6	CN1CCCC(OC(=O)c2ccccc2Br)C1 (stereo not drawn)	1	5	-8	-5	20	i	11	-1.0	-2	3
7	Cc1cc(C(F)(F)F)nc(SCCN2CCOCC2)c1C#N	-2	5	-5	-7	-11	+	-74	-1.1	-19	0
8	CCN1CCN(CCOc2ccccc2-c2ccccc2)CC1	-2	1	2	-8	-6	i	1	1.4	-11	6
9	CN1CCN(C(=O)C[C@@H]2C[C@H]3c4cc(NC(=O)c5cccnc5)ccc4O[C@H]3[C@H](CO)O2)CC1	0	-2	.	5	1	i	-7	-3.0	-2	2
10	CC1CC(C)CN(c2ncc3c(n2)CC(c2ccc(Cl)cc2)CC3=O)C1 (stereo not drawn)	2	2	12	10	-5	i	-6	4.4	-5	3
11	Cc1ccc(C(=O)NCC(c2ccco2)N2CCc3ccccc32)cc1 (stereo not drawn)	3	6	2	1	3	i	12	2.4	10	1
12	CCN(C(=O)CSc1nnc(-c2cccs2)n1N)c1c(N)n(Cc2ccccc2)c(=O)[nH]c1=O	-1	-5	-2	-6	5	i	0	-0.7	-1	0
13	COc1ccc(CN2CCNC(=O)C2CC(=O)NCCCC2CCCC2)c(C)c1C (stereo not drawn)	1	-1	-9	9	8	i	-3	-0.2	-2	-4
14	CS(=O)(=O)N(CC(=O)Nc1ccccc1F)C1CCCCC1	-2	-3	-5	-4	7	i	23*	-1.6	-2	2
15	Cc1cc(C)cc(NC(=O)C2CCN(c3cnccn3)CC2)c1	-3	0	2	4	0	i	15	-0.3	1	2
16	C=CCNC(=O)CN1CCN(C(c2ccccc2)c2ccccc2)CC1	3	1	-5	-2	-10	i	-4	-0.5	-6	1
17	COc1cc2sc3ccc(-c4ccc(CN5CCOCC5)cc4)cc3c(=O)c2cc1OC	6	-17	-2	-6	5	i	-13	-1.7	10	-16
18	CC1CC(C)CN(CCCNC(=O)Cn2ncn3cccc3c2=O)C1 (stereo not drawn)	1	0	-4	9	-19	i	0	-2.6	0	-1
19	CCNC(=S)NNC(=O)c1cc(C)nc2ccccc12	0	-4	-4	-5	5	i	-3	-1.5	-2	4
20	CC(C)[C@H](NC(=O)c1ccccc1F)C(=O)OCCN1C(=O)c2ccccc2C1=O	-1	-4	1	-1	3	i	9	-1.0	.	6
21	CCn1c(=O)c([N+](=O)[O-])c(NCCc2ccc(OC)c(OC)c2)c2ccccc21	-3	-14	-13	-3	5	i	-22	1.1	2	-1
22	CC(=O)N(C)c1ccc(NC(=O)c2ccccc2C(=O)O)cc1	2	-3	-2	1	30	i	2	-0.3	3	1
23	N#CCC(=O)N1CC2(CC(c3cccc(NC(=O)COc4ccc(Cl)cc4)c3)=NO2)C[C@@H]1C(N)=O (stereo partly drawn)	1	-1	0	8	2	i	6	-0.7	4	2
24	CCOC(=O)[C@]12CCC=C1N(Cc1ccco1)C(=O)[C@H](CC(=O)NCc1ccc(C)o1)C2	.	6	.	8	12	.	-7	-1.6	-3	.
25	CCOC(=O)N1CCN(c2c(Nc3cc(C)[nH]n3)c(=O)c2=O)CC1	-5	-17	3	3	-22	i	-10	-0.7	.	-5
26	Cc1cc(C)n(-c2ccc(C(=O)OCC(=O)NCc3ccco3)cc2)n1	1	0	6	-1	-12	i	12	0.1	2	-4
27	Cc1ccc(OCC(=O)Nc2ccc(S(=O)(=O)N3CCCCC3)cc2)c([N+](=O)[O-])n1	-1	-20	-1	-2	3	i	1	0.1	4	-4
28	O=C(COC(=O)Cc1ccc(Br)cc1)NCc1cccs1	1	0	-3	-5	9	i	12	-2.3	-1	-3
29	c1cncc(-c2nnc(-c3ccco3)o2)c1	1	-6	0	-1	7	i	-4	-2.2	3	-2
30	COc1ccc(/C=N/NC(=O)c2ccc(N(C)S(=O)(=O)c3ccccc3)cc2)cc1OC	-1	2	1	-1	-1	i	-3	0.5	4	-8

# Complete entries from above. Screens in order: STEP block	SUMO1-SIM PPI	Scp-1 inhibitor	NadD block	SKN-1 inh	Rpn11 inh	NRP1-CendR mod	LMPTP block	MT1-MMP act inh	DNMT1 inh
# c1cncc(-c2nnc(-c3ccco3)o2)c1 in the list: 1	-6	0	-1	7	i	-4	-2.2	3	-2
# Cc1ccc(OCC(=O)Nc2ccc(S(=O)(=O)N3CCCCC3)cc2)c([N+](=O)[O-])n1 in the list: -1	-20	-1	-2	3	i	1	0.1	4	-4
# Cc1cc(C)n(-c2ccc(C(=O)OCC(=O)NCc3ccco3)cc2)n1 in the list: 1	0	6	-1	-12	i	12	0.1	2	-4
# CCOC(=O)N1CCN(c2c(Nc3cc(C)[nH]n3)c(=O)c2=O)CC1 in the list: -5	-17	3	3	-22	i	-10	-0.7	.	-5
# CCn1c(=O)c([N+](=O)[O-])c(NCCc2ccc(OC)c(OC)c2)c2ccccc21 in the list: -3	-14	-13	-3	5	i	-22	1.1	2	-1

# (next part)
nr	Structure	STEP block	SUMO1-SIM PPI	Scp-1 inhibitor	NadD block	SKN-1 inh	Rpn11 inh	NRP1-CendR mod	LMPTP block	MT1-MMP act inh	DNMT1 inh
31	COc1cccc(COC(=O)C2CCN(S(=O)(=O)c3ccc(Cl)cc3)CC2)c1OC	3	7	-9	-8	-8	i	13	2.5	6	5
32	CCOC(=O)c1cccc(NC(=O)Cn2cnc3c2c(=O)n(C)c(=O)n3C)c1	2	2	-11	3	-1	i	-1	0.0	1	1
33	c1ccc(-n2cc(CN3CCC(N4CCOCC4)CC3)c(-c3ccc4c(c3)OCO4)n2)cc1	1	-1	1	-1	-3	i	-1	2.3	6	4
34	Cc1cc(NC(=O)CSc2nnc(C)o2)no1	2	-1	-8	5	4	i	13	-1.4	-3	1
35	O=C(Nc1ccc(F)cc1F)c1ccc(S(=O)(=O)N2CCCCC2)cc1	0	1	-4	-4	2	i	-1	-1.0	2	0
36	Cc1ccc(C(=O)Nc2nnc(-c3ccc(C(C)(C)C)cc3)s2)cc1	6	23	-9	8	-12	i	-10	1.7	1	28
37	COc1ccc(Cl)cc1C(=O)NC(C)C	-2	1	-7	3	12	i	-1	-1.8	-1	-2
38	CCC(=O)c1ccc(OCC(=O)N2CCN(C(=O)c3ccccc3)CC2)cc1	-2	1	-6	2	0	i	3	-0.6	-5	4
39	Cc1ccc(NC2=C(C(=O)c3ccccc3)N(C)S(=O)(=O)c3ccccc32)cc1	1	-9	-14	10	-5	i	-6	4.0	-4	-4
40	COc1ccc(/C(N)=N/OC(=O)c2cc(-c3ccccc3)nc3ccccc23)cc1	0	3	-4	-1	-1	i	-7	1.6	-5	3

# Four entries from above in a different format:
31: COc1cccc(COC(=O)C2CCN(S(=O)(=O)c3ccc(Cl)cc3)CC2)c1OC
  STEP block: 3 | SUMO1-SIM PPI: 7 | Scp-1 inhibitor: -9 | NadD block: -8 | SKN-1 inh: -8 | Rpn11 inh: i | NRP1-CendR mod: 13 | LMPTP block: 2.5 | MT1-MMP act inh: 6 | DNMT1 inh: 5
32: CCOC(=O)c1cccc(NC(=O)Cn2cnc3c2c(=O)n(C)c(=O)n3C)c1
  STEP block: 2 | SUMO1-SIM PPI: 2 | Scp-1 inhibitor: -11 | NadD block: 3 | SKN-1 inh: -1 | Rpn11 inh: i | NRP1-CendR mod: -1 | LMPTP block: 0.0 | MT1-MMP act inh: 1 | DNMT1 inh: 1
33: c1ccc(-n2cc(CN3CCC(N4CCOCC4)CC3)c(-c3ccc4c(c3)OCO4)n2)cc1
  STEP block: 1 | SUMO1-SIM PPI: -1 | Scp-1 inhibitor: 1 | NadD block: -1 | SKN-1 inh: -3 | Rpn11 inh: i | NRP1-CendR mod: -1 | LMPTP block: 2.3 | MT1-MMP act inh: 6 | DNMT1 inh: 4
34: Cc1cc(NC(=O)CSc2nnc(C)o2)no1
  STEP block: 2 | SUMO1-SIM PPI: -1 | Scp-1 inhibitor: -8 | NadD block: 5 | SKN-1 inh: 4 | Rpn11 inh: i | NRP1-CendR mod: 13 | LMPTP block: -1.4 | MT1-MMP act inh: -3 | DNMT1 inh: 1

# Additional results.
nr	Structure	STEP block	SUMO1-SIM PPI	Scp-1 inhibitor	NadD block	SKN-1 inh	Rpn11 inh	NRP1-CendR mod	LMPTP block	MT1-MMP act inh	DNMT1 inh
41	COc1ccc(-c2sc3ccc(OC)cc3c2-c2ccc(OC)nc2)cc1	0	0	5	10	0	i	20	-0.4	3	-4
42	CCCN(CC1CCCO1)C(=O)c1cc(COc2ccc(F)cc2F)on1 (stereo not drawn)	0	1	-10	-3	3	i	0	0.6	-3	3
43	O=C(CSc1nnc(COc2ccccc2)n1Cc1ccco1)NCc1ccco1	2	5	88*	16	-4	i	-26	5.1	-12	32
44	CN(c1ccccc1)S(=O)(=O)c1cccc(NC(=O)CCNC(=O)c2ccccc2)c1	-2	-1	-3	-4	-12	i	0	0.1	-1	0
45	Cn1c(C(=O)NC2CCCCC2)cc2c(=O)n3ccccc3nc21	0	-14	-4	2	18	i	1	0.1	6	0
46	O=C(CN1CCN(S(=O)(=O)c2ccc(Cl)cc2)CC1)NC1CCCC1	-1	-4	4	-5	-10	i	4	-2.0	0	1
47	COc1ccc2nc(NC(=O)C3CCN(C(=O)c4ccco4)CC3)sc2c1	-2	4	-1	-7	-7	i	-1	1.1	-4	0
48	COc1ccc(-c2ncn(CCC#N)c2[N+](=O)[O-])cc1	3	-29	14	-3	6	i	-7	-1.6	1	-1
49	CC(C)c1cc(O)c(-c2ccccc2)c(=O)n1-c1ccc(Cl)cc1	0	-1	-6	-9	-5	i	-4	0.7	-3	0
50	CCn1nc(C)cc1C(=O)n1nc(C)c(Sc2ncccn2)c1C	3	8	-14	-4	-10	i	3	-0.8	-3	0
51	C[C@H](CO)N1C[C@H](C)[C@@H](CN(C)Cc2ccc3c(c2)OCO3)Oc2ccc(NS(C)(=O)=O)cc2C1=O	0	2	-6	-7	1	i	14	-1.0	0	1
52	Cc1cc(NS(=O)(=O)c2ccc(NC(=O)Cc3ccc([N+](=O)[O-])cc3)cc2)no1	-1	-11	-2	-2	4	i	-5	0.1	2	1
53	O=C(N/N=C/c1ccc(F)c(F)c1)c1cc2c(s1)-c1ccccc1CC2	0	2	62*	-2	0	i	-11	5.7	4	7
